CTSL1 counter – cathepsin L1 inhibition, PFM18AAP counter-screen. inhibition, % at 5.96 µM. 300,000 tested, 0.49% active. recombinant F. hepatica cathepsin L1, Z-Leu-Arg-MCA fluorescence;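 active = inhibition above the mean of all tested compounds plus 3 SD, set per screening campaign, cut at about 17% in these data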;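 also: 0% = plate median of test compound wells and 100% = 1 µM Z-Phe-Ala-diazomethylketone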
JMJD2C inh – blocks human GASC-1 demethylase activity; GST-JMJD2C(1-420) H3K9me3 demethylation, DELFIA europium; 330,000 tested, 0.069% active; inhibition, % at 2.35 µM; Q9H3R0;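 active = more than half of a compound's replicate wells show inhibition beyond 50%, single wells judged on their own value; inconclusive = some, but no more than half, of replicates pass 50% inhibition; inactive = no replicate passes 50% inhibition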;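 also: signal counts dimethyl H3K9 product captured on neutravidin plate; 0% = median of DMSO wells and 100% = 0.3 times that DMSO median; strong numbers were not always called active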
PP5 primary – PP5 (human) phosphatase inhibition | P53041 | purified PP5c, OMFP substrate fluorescence | inhibition, % at 6.7 µM | 320,000 tested, 0.18% active;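 active = inhibition above the campaign's mean inhibition across all tested compounds plus 3 SD, cut at about 9.5% in these data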;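 also: 0% = DMSO only and 100% = 100 µM cantharidin control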
Target sequence (P53041 whole entry, looked up): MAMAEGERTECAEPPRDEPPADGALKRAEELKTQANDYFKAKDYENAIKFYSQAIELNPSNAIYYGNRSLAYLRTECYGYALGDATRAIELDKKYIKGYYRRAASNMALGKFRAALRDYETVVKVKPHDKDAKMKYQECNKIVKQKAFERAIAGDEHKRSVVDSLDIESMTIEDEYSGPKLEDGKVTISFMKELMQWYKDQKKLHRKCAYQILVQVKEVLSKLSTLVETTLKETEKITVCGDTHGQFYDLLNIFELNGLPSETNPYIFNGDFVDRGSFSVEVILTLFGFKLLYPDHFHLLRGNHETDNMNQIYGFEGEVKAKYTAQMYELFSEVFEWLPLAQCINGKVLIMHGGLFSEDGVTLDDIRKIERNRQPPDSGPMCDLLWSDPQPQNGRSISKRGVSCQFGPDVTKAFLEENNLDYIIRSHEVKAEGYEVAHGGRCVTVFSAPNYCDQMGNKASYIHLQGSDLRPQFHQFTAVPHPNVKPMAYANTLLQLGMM
core dimer inh – HCV core protein dimerization inhibition. TR-FRET GST/Flag-core106 dimerization, 1536-well. inhibition, % at 5 µM. 300,000 tested, 0.33% active. AID 1899;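 active = inhibition above the mean of all tested compounds plus 3 SD, set per screening campaign, cut at about 45% in these data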
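test system = GST/Flag-tagged HCV core106 proteins | probe or stimulus = Eu donor and XL665 acceptor anti-tag antibodies | times = compound-protein-antibody incubation 4 h at 22.5 °C | signal = TR-FRET, excitation 340 nm, emission 617 and 671 nm | measure = percent inhibition of core106 dimerization signal | controls = wells lacking GST-core106 and wells with excess unlabelled core106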
TPT1 inhibitor – blocks Candida albicans tRNA 2'-phosphotransferase. recombinant caTPT1, FP RNA substrate dephosphorylation. inhibition, % at 5 µM. 300,000 tested, 0.81% active. AID 1962;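 active = inhibition above the mean of all tested compounds plus 3 SD, set per screening campaign, cut at about 24% in these data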;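 also: plate controls were DMSO alone for no effect and ferristatin control at 100 nM for full effect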
EBNA-1 inh – blocks EBNA-1 binding to DNA | EBNA-1 DNA binding, fluorescence polarization | inhibition, % at 14.8 µM | 300,000 tested, 0.34% active; in the data active = inhibition above about 28%
PP1 inh – blocks human PP1-alpha phosphatase, a PP5 counter-screen | P62136 | purified PP1alpha, OMFP fluorescence | inhibition, % at 6.7 µM | 320,000 tested, 0.9% active;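 active = inhibition above the mean inhibition of all tested compounds plus 3 SD, computed separately for each screening campaign, cut at about 15% in these data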
Target sequence (P62136 whole entry, looked up): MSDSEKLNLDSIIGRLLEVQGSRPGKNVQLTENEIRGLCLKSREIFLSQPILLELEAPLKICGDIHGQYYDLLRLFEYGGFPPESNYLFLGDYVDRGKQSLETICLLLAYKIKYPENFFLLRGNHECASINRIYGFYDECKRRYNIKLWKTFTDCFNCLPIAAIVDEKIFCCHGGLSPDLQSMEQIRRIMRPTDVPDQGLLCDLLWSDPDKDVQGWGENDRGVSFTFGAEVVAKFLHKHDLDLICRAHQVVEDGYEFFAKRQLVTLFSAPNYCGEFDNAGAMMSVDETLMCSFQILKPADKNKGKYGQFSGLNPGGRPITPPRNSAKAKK
Yeast superoxide – yeast age-related superoxide inhibition as caloric restriction mimetic; S. cerevisiae aged cells, superoxide DHE fluorescence; stronger effect = lower value; superoxide response (% of plate mean), % at 10 µM; 330,000 tested, 0.18% active; AID 2690;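 active = superoxide response under a set limit, about three screen SD below normal, cut at about 65% in these data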;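 also: yeast aged for seven days with compound at 30 °C before DHE staining; 100% = average MFI of all compound-treated wells on the plate with controls excluded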
ZTA counter – blocks Epstein-Barr virus ZTA, an EBNA-1 counter-screen. P03206. 320,000 tested, 0.15% active. ZTA-DNA binding, fluorescence polarization. inhibition, % at 11 µM. AID 2234; in the data active = inhibition above about 33%
An asterisk follows results filed as active; ? = inconclusive; & = joins results of further samples.

SMILES	CTSL1 counter	JMJD2C inh	PP5 primary	core dimer inh	TPT1 inhibitor	EBNA-1 inh	PP1 inh	Yeast superoxide	ZTA counter
CCOC(=O)c1c(S(=O)(=O)NCC(=O)N2CCN(c3ccc(F)cc3)CC2)c(C)n(C)c1C	-6	-7	0.1	1	2	-8	1	102	1
O=C(NCCC1CCCCN1S(=O)(=O)c1ccccc1)C(=O)NCCN1CCOCC1 (stereo not drawn)	2	-11	-1.8	-4	2	-1	-4	113	-3
CC(C)CCn1c(=O)c2sccc2n2c(CCCC(=O)N3CCC(N4CCCCC4)CC3)nnc12	3	-10	2.1	-3	1	-1	-2	76	7
Cc1nc(Oc2ccccc2)c2oc3ccccc3c2n1	1	1	2.0	0	0	1	-2	100	-7
COc1ccc(-c2cc(=O)[nH]c(NCc3ccccc3)n2)cc1	4	58	4.2	0	-1	2	2	96	0
Cc1ccc(C2=NN(C(=O)CCCC(=O)O)C(c3ccco3)C2)cc1 (stereo not drawn)	2	-12	1.4	5	5	-8	-3	104	0
COc1ccc(CN2CCOCCOCCOCCOCCOCC2)cc1	-5	16	0.3	-1	-1	4	-5	97	5
O=C(COC(=O)/C=C/c1ccc(Cl)cc1Cl)Nc1cc(C(F)(F)F)ccc1N1CCOCC1	-4	0	4.0	-6	3	7	-5	103	4
COc1ccccc1CC(=O)NC1CCCCCC1	3	1	1.8	-1	3	-8	-1	112	11
O=C(Nc1c2c(nc3ccccc13)CCCC2)c1ccccc1Cl	-5	-1	4.0	3	0	-1	-4	108	8
N#C/C(=C\c1ccc(C(=O)O)cc1)c1ccccn1	3	-15	-2.4	1	-4	8	1	97	20
O=C(/C=C/c1ccccc1)N1CCC(Cc2ccccc2)CC1	0	-3	4.6	5	1	4	7	99	-1
CN(C)C(=O)CSc1nnc(-c2cccs2)n1-c1ccccc1	0	8	1.8	-3	-1	4	1	94	7
COc1ccccc1-c1cc(C(F)(F)F)nc(S(=O)(=O)CCCC(=O)Nc2cc(C)on2)n1	4	4	0.5	4	1	0	-3	110	17
CCCCCCCCCCCCCCCC[n+]1cccc2ccccc21	1	0	7.2	-11	-2	0	52*	137	28
Cc1ccc(OCCCC(=O)Nc2ccc(S(=O)(=O)Nc3ccccn3)cc2)cc1	2	2	-1.7	15	-2	9	-5	87	10
Cc1cc(C)nc(SCC(=O)Nc2cc(C)on2)n1	-4	4	1.8	-8	-5	11	-4	95	-4
Cc1cc(O)c(S(=O)(=O)c2ccccc2)c(C)c1NS(=O)(=O)c1ccccc1	-4	-23	-2.9	0	3	-14	-1	103	5
COc1ccccc1/C=C/C=N/NC(=O)CC1C(=O)NN=C1C (stereo not drawn)	9	-7	2.9	-3	-1	-18	-4	115	-9
COc1ccc(Cc2cnc(N)s2)cc1	1	-7	1.7	2	1	-11	-2	95	4
Cc1cc2cc(C)c3nnc(SCc4ccccn4)n3c2cc1C	0	1	1.4	-9	-1	-3	1	107	-11
Cc1ccnc(NC(=O)c2ccc(S(=O)(=O)N3CCC(C)CC3)cc2)c1	-2	2	0.4	-1	-1	-5	1	86	2
COc1ccc(NC(=O)C2CCCN(S(=O)(=O)c3cccs3)C2)cc1OC (stereo not drawn)	1	1	1.8	3	3	-11	-3	110	-4
CC1(C)NC(=O)N(CC(=O)N2CCN(c3cccc(C(F)(F)F)c3)CC2)C1=O	-2	-3	-2.9	3	0	10	-5	105	8
Cc1ccc(C2N3CC4([N+](=O)[O-])CN2CC([N+](=O)[O-])(C3)C4(C)C)cc1 (stereo not drawn)	-2	12	3.1	-6	1	3	-2	90	-18
(cont.)
SMILES	CTSL1 counter	JMJD2C inh	PP5 primary	core dimer inh	TPT1 inhibitor	EBNA-1 inh	PP1 inh	Yeast superoxide	ZTA counter
COc1cccc(NC(=O)CN(C)C(C)C(=O)Nc2ccc(C#N)cc2)c1 (stereo not drawn)	-1	-11	-1.5	-2	0	2	-3	107	4
CCCCN(C)C(=O)c1nc2ccccn2c1CN1CCN(c2ccccn2)CC1	0	8	0.7	-4	2	1	-3	99	-9
O=C(NCc1ccc(Cl)cc1)C1CCCN1C(=O)Nc1ccc(F)cc1 (stereo not drawn)	0	6	0.4	7	1	1	-4	94	12
CCOC(=O)[C@@H]1[C@H]2COc3cc(OC)ccc3[C@@H]2N2C(=O)N(c3ccc(C(F)(F)F)cc3)C(=O)[C@]12C	-1	-11	2.1	-8	-7	17	-2	95	-17
COc1ccc(S(=O)(=O)/N=C2/NC(=O)/C(=C/c3ccco3)S2)cc1	10	2	1.2	2	5	6	1	113	11
Cc1ccc(-n2nnnc2SCC(=O)c2cc(C)n(-c3cc(C)on3)c2C)cc1	1	-8&1	0.0	1	3	8	3	90	-2
COCCN1C(=O)N[C@@H](c2ccccc2)[C@@H](C(=O)OC)[C@H]1C	-2	0	1.2	-2	-2	0	1	82	4
Cc1ccc(C(=O)N/N=C/c2ccc(-c3ccccc3[N+](=O)[O-])o2)cn1	0	0	1.5	-8	-3	-2	-2	97	3
COc1ccc(N2CCN(C(=O)Cc3cccs3)CC2)cc1	0	4	3.0	-5	-2	10	2	97	9
Cc1cc([N+](=O)[O-])nn1CCCC(=O)Nc1cc(Oc2ccccc2)cc([N+](=O)[O-])c1	4	-7	1.5	8	0	-2	-2	102	-3
Cc1csc(SCC(=O)NCc2ccccc2Cl)n1	-5	-9	1.2	-1	-4	-15	4	120	-5
C/C(=N\Nc1ccc([N+](=O)[O-])cc1[N+](=O)[O-])c1cc2c(ccc3ccccc32)oc1=O	-3	-2	0.9	-3	-1	10	0	108	18
O=C(CSc1nnc(NC(=O)C2CCC2)s1)NC1CC1	5	-5	0.4	-4	-1	-11	-5	112	-6
NC(=O)CSc1nnc(-c2ccc(S(=O)(=O)N3CCOCC3)cc2)n1CC1CCCO1 (stereo not drawn)	0	16	1.4	-4	1	2	-1	94	0
CN(C)c1oc(-c2ccccc2)nc1C#N	3	-4	-0.4	-2	-3	8	-3	87	-11
COc1ccccc1C(=O)N/C(=C\c1ccccc1)C(=O)NC(C)C(=O)O (stereo not drawn)	-2	-4	-1.4	0	0	-9	6	109	-17
COc1ccccc1CN1CC(C(=O)NCCc2cn[nH]c2)CCC1=O (stereo not drawn)	12	-5	0.4	5	4	-9	-12	88	-9
Cc1ccc(NC(=O)CCc2c(C)nn(-c3ccc(N4CCOCC4)nn3)c2C)c(C)c1	-4	-1	3.2	-11	2	-2	2	100	-13
Nc1nc(Nc2ccccc2F)nc(N2CCOCC2)c1[N+](=O)[O-]	1	-7	-0.4	0	-3	1	-3	105	6
CCC/C(=N/NC(=O)c1cccc(Cl)c1)c1ccccc1	-1	7	3.5	-3	-2	8	1	96	-15
Cc1nn2cc(-c3ccc(Cl)cc3)cnc2c1Cl	0	-10	-0.7	2	4	0	-3	107	5
COc1ccc(CN2C(=NC(=O)c3ccccc3)SC3CS(=O)(=O)CC32)cc1 (stereo not drawn)	2	?	-0.2	3	1	3	-2	105	6
Cc1ccc(N2C(S)=C(C#N)C(=O)NC2c2cccs2)cc1 (stereo not drawn)	6	-2	-0.9	9	-1	1	-5	111	-2
C=C(c1ccccc1)c1ccc(N(C)C)cc1	6	-4	-1.9	3	-1	10	-2	109	7

Entries of single compounds, quoted from the list:
C=C(c1ccccc1)c1ccc(N(C)C)cc1 reads CTSL1 counter: 6; JMJD2C inh: -4; PP5 primary: -1.9; core dimer inh: 3; TPT1 inhibitor: -1; EBNA-1 inh: 10; PP1 inh: -2; Yeast superoxide: 109; ZTA counter: 7
Cc1ccc(C(=O)N/N=C/c2ccc(-c3ccccc3[N+](=O)[O-])o2)cn1 reads CTSL1 counter: 0; JMJD2C inh: 0; PP5 primary: 1.5; core dimer inh: -8; TPT1 inhibitor: -3; EBNA-1 inh: -2; PP1 inh: -2; Yeast superoxide: 97; ZTA counter: 3

Molecules from the list above that contain a halogen, in the order listed:
SMILES	CTSL1 counter	JMJD2C inh	PP5 primary	core dimer inh	TPT1 inhibitor	EBNA-1 inh	PP1 inh	Yeast superoxide	ZTA counter
CCOC(=O)c1c(S(=O)(=O)NCC(=O)N2CCN(c3ccc(F)cc3)CC2)c(C)n(C)c1C	-6	-7	0.1	1	2	-8	1	102	1
O=C(COC(=O)/C=C/c1ccc(Cl)cc1Cl)Nc1cc(C(F)(F)F)ccc1N1CCOCC1	-4	0	4.0	-6	3	7	-5	103	4
O=C(Nc1c2c(nc3ccccc13)CCCC2)c1ccccc1Cl	-5	-1	4.0	3	0	-1	-4	108	8
COc1ccccc1-c1cc(C(F)(F)F)nc(S(=O)(=O)CCCC(=O)Nc2cc(C)on2)n1	4	4	0.5	4	1	0	-3	110	17
CC1(C)NC(=O)N(CC(=O)N2CCN(c3cccc(C(F)(F)F)c3)CC2)C1=O	-2	-3	-2.9	3	0	10	-5	105	8
O=C(NCc1ccc(Cl)cc1)C1CCCN1C(=O)Nc1ccc(F)cc1 (stereo not drawn)	0	6	0.4	7	1	1	-4	94	12
CCOC(=O)[C@@H]1[C@H]2COc3cc(OC)ccc3[C@@H]2N2C(=O)N(c3ccc(C(F)(F)F)cc3)C(=O)[C@]12C	-1	-11	2.1	-8	-7	17	-2	95	-17
Cc1csc(SCC(=O)NCc2ccccc2Cl)n1	-5	-9	1.2	-1	-4	-15	4	120	-5
Nc1nc(Nc2ccccc2F)nc(N2CCOCC2)c1[N+](=O)[O-]	1	-7	-0.4	0	-3	1	-3	105	6
CCC/C(=N/NC(=O)c1cccc(Cl)c1)c1ccccc1	-1	7	3.5	-3	-2	8	1	96	-15
Cc1nn2cc(-c3ccc(Cl)cc3)cnc2c1Cl	0	-10	-0.7	2	4	0	-3	107	5

From PubChem BioAssay
